Peg3 promoter – reduces Peg3 promoter-driven luciferase expression in HeLa | HeLa PEG-Prom luciferase reporter, luminescence, overnight | inhibition, % at 20 µM | actives 1.7% (n = 360,000) | AID 588405;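 active = inhibition of at least 50% at 20 µM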
NR2E3 ag-1 – human photoreceptor-specific nuclear receptor agonism. CHO-S Gal4-NCOR/VP16-NR2E3 two-hybrid, luciferase. inhibition of corepressor binding, % at 3.98 µM. actives 0.35% (n = 360,000). AID 602229;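 active = inhibition above the mean of all tested compounds plus 3 SD, cut at about 70% in these data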;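 also: 0% = DMSO with NR2E3 transfected cells and 100% = cells lacking NR2E3 construct; higher means lower luciferase signal from less NR2E3 corepressor binding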
Target sequence (Q9Y5X4 whole entry, looked up, the tested form may be a part): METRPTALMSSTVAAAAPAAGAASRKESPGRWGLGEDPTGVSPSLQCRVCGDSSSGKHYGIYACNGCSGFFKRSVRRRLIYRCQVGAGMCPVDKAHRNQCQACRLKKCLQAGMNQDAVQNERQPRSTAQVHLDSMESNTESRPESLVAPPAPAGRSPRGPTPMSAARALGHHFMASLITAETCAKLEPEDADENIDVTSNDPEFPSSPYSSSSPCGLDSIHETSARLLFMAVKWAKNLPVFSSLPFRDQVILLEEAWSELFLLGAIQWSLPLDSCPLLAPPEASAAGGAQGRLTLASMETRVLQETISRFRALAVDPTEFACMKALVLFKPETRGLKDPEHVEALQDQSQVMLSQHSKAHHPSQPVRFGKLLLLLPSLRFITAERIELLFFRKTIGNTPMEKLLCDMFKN
CF NFkB inh – blocks PAF-induced NF-kB reporter in cystic fibrosis cells. KKLEB NF-kB-GFP reporter, GFP fluorescence overnight. inhibition, % at 5 µM. actives 0.86% (n = 360,000);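 active = at least 50% inhibition at 5 µM, scaled per plate between neutral and stimulator controls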;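 also: PAF is a Pseudomonas aeruginosa culture filtrate used as stimulus; plate controls were PAF-stimulated DMSO wells for no effect and unstimulated DMSO wells for full effect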
TRPM1 prom inh – MITF TRPM1 promoter inhibition in SK-MEL-5 cells; actives 0.83% (n = 330,000); AID 488899; inhibition, % at 12.5 µM; SK-MEL-5 TRPM1 promoter luciferase, 24 h;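 active = mean inhibition across replicates of 60% or more, whatever share of single replicates reaches that level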; also: values of inactives mirror those of a sister screen read the other way
hiPSC survival – increases survival of single human iPS cells; hiPSC single-cell survival, ATPlite luminescence; 100% = ROCK inhibitor wells, 0% = DMSO; survival enhancement, % at 20 µM; actives 0.044% (n = 360,000); in the data active = survival enhancement above about 18%;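 also: cells exposed to compounds for 16 hours before the ATP read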
NR2E3 ag-2 – NR2E3 (human) agonism | Q9Y5X4 | GST-NR2E3/biotin-RetCOR TR-FRET, 1536-well | inhibition of corepressor binding, % at 4.78 µM | actives 0.12% (n = 320,000) | AID 2300;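 active = percent inhibition above the cutoff of mean plus 3 SD of all tested compounds, set per screening campaign, cut at about 20% in these data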;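 also: 0% = DMSO wells and 100% = biotin wells as full block of FRET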
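Material: NR2E3–RetCOR corepressor complex / Amount: 1.35 nM GST-NR2E3 / Medium: Tris pH 7.5 / Compound: single nominal compound dose of 4.8 µM / Incubation: 5 h at 4 °C / Technique: TR-FRET, Eu(K)-anti-GST donor, streptavidin-D2 acceptor, ex 340, em 617/671 nm / Read-out basis: percent loss of FRET ratio relative to control wells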
HIF-2a block – HIF-2a inhibition. 786-0 RCC cells HIF-2a reporter, luciferase luminescence, overnight. inhibition, % at 18.8 µM. actives 0.72% (n = 360,000). AID 624352;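 active = inhibition of the luminescence signal of 40% or more relative to plate controls, in a single-dose primary screen at 18.75 µM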
KKLEB cytotox – CF airway cell cytotoxicity counter-screen | KKLEB CF airway cells viability, ATPlite luminescence, overnight; hits give low values; cells stimulated with P. aeruginosa culture filtrate | activity change (cytotoxicity), % at 5 µM | actives 0.36% (n = 360,000) | AID 602141;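 active = corrected activity change at or below -50% at 5 µM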
Shn3 inh set2 – reduces Shn3 3'UTR luciferase signal in osteoblasts. Clone20 osteoblast Shn3 3'UTR firefly luciferase, 24 h. inhibition, % at 12.5 µM. actives 0.52% (n = 360,000);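 active = mean inhibition of at least 75% with every replicate also reaching 75%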;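 also: 0% = median of neutral control wells and 100% = pilot-screen positive control compound; some compounds past the cut are filed as inactive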
aDG glyco act – increases alpha dystroglycan glycosylation; activation, % at 10 µM; actives 0.22% (n = 360,000); Pro5-aDG cells, alpha-DG glycosylation AlphaScreen (IIH6); 0% Pro5, 100% B10-LARGE cell signal;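 active = activation of at least 8% versus controls, or a plate z-score of at least 8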;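 also: Pro5 are CHO cells carrying HIG-tagged alpha-DG that lacks glycosylation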
TWEAK-Fn14 inh – blocks TWEAK-Fn14 interaction in a reporter cell assay | inhibition, % at 10 µM | AID 1159606 | actives 2% (n = 360,000) | TWEAK-stimulated Fn14 reporter cells, luciferase luminescence, 8 h; in the data active = inhibition above about 50%
* marks the source's active call; other numbers are inactive results; / = no result given. Not a hit list, and some 4.4% of all compounds hit somewhere here.

SMILES	Peg3 promoter	NR2E3 ag-1	CF NFkB inh	TRPM1 prom inh	hiPSC survival	NR2E3 ag-2	HIF-2a block	KKLEB cytotox	Shn3 inh set2	aDG glyco act	TWEAK-Fn14 inh
COc1cccc(CNC(=O)CSc2ccc(-c3ccco3)nn2)c1	-8	-10	11	-1	0.8	3	4	-4	7	-0.1	1
CCOC(=O)c1cnn(-c2ccccc2)c1NC(=O)CSc1nnc(-c2cccs2)n1CC	18	-11	5	0	3.1	-2	16	0	-5	0.2	1
OC[C@@H]1CN(Cc2ccccc2)C[C@H](n2cnc3c(NC4CCCC4)ncnc32)O1	-7	11	13	/	3.0	/	-1	-21	-23	0.2	-5
CCOC(=O)CSc1nnc(CNc2ccc(Cl)cc2)n1-c1ccccc1	-1	4	20	5	3.3	5	2	-6	9	0.1	14
CC1CCN(CCCNC(=O)Cn2ncc3c([nH]c4ccccc43)c2=O)CC1	28	-5	0	-18	-0.4	-2	22	6	4	0.0	1
CN(C)c1nc2c(c(=O)[nH]c(=O)n2C)n1CCOc1ccccc1	10	0	-6	6	-0.3	-1	26	-4	3	0.0	-8
O=C(Cc1cccs1)Nc1nnc(CCc2ccccc2)s1	-19	-18	12	5	-2.4	-1	1	-8	-8	3.1	5
Cc1ccc(N2C(=O)c3cccc(Oc4ccc(Cl)cc4)c3C2=O)c(C)c1	5	-15	8	8	-0.7	0	14	-1	19	-0.3	-13
COc1cc2c(cc1OC)CN(C(=O)c1cc(S(=O)(=O)N3CCCCC3)ccc1Cl)CC2	-25	-28	13	11	2.2	2	-26	-6	19	0.3	0
N#Cc1c(-c2cccc(Br)c2)cc(-c2cccnc2)nc1N	35	18	-44	5	0.3	2	9	-14	29	1.4	37
O=[N+]([O-])c1c(C(Cl)Cl)nn(-c2ccccc2)c1N1CCOCC1	26	-5	1	14	0.5	3	16	1	-16	-0.1	7
N#Cc1c(/N=C/c2ccco2)sc2c1CCC2	-61	-21	-5	1	2.7	0	-100	-6	21	0.0	-3
CC(C)CC(=O)NC(C)C(c1cccs1)N1CCOCC1 (stereo not drawn)	14	29	7	-5	2.7	-1	14	-7	-7	0.2	-11
CCOC(=O)c1sc(NC(NC(=O)c2ccco2)(C(=O)OC)C(F)(F)F)nc1C (stereo not drawn)	19	19	4	16	-2.5	2	13	4	7	-0.1	-24
COc1ccccc1N1CCN(S(=O)(=O)c2ccc(Cl)s2)CC1	13	-11	-6	-2	2.1	1	16	1	9	-0.1	2
Cn1ccnc1SCc1cc(=O)[nH]c2ccccc12	-52	-25	22	-23	1.0	4	-131	-3	-31	-0.1	-11
CCOC(=O)CC1ON(C)C(=O)N1c1ccc([N+](=O)[O-])cc1 (stereo not drawn)	13	-9	11	-5	-1.6	-3	8	3	2	0.0	-2
OC1(c2cccnc2)CCN(Cc2nnnn2Cc2ccccc2)CC1	9	-17	-7	1	0.8	0	6	0	-1	-0.3	6
O=C(Cn1nnc(-c2ccccc2)n1)N1CCN(c2ccc(F)cc2)CC1	14	-27	10	-2	-0.5	8	8	-2	3	0.0	2
COc1ccc(OC)c(NC(=O)NNC(=O)COc2ccc([N+](=O)[O-])cc2)c1	6	-7	9	0	1.1	-2	-4	2	13	0.3	9
O=C(CSc1ncc(-c2ccc(F)cc2)[nH]1)Nc1cccc(O)c1	-14	-7	0	-12	-3.9	-1	-16	4	-3	-0.1	-28
Cc1cc2oc(C(=O)N(Cc3ccccc3)C3CCS(=O)(=O)C3)c(C)c2cc1C (stereo not drawn)	21	-21	12	-4	-0.5	0	26	12	15	-0.5	-7
CC(=O)Nc1ccc(N/C=C/C(=O)c2ccc(C)cc2)cc1	-83	-2	-6	-48	0.2	3	-143	-6	-43	-0.1	-10
Cc1ccc(-c2nc(CS(=O)CC(=O)NC3CCCC3)c(C)o2)cc1 (stereo not drawn)	10	2	-10	21	-1.9	-2	13	16	-6	-0.2	8
COc1ccc(N2CCN(C(c3ccc4ncccc4c3)c3nnnn3C(C)(C)C)CC2)cc1 (stereo not drawn)	-3	-9	5	-10	2.0	5	18	-8	16	-0.2	1
CCOC(=O)C1=C2SCCN2C(=O)C(C#N)C1(C)C (stereo not drawn)	3	-19	-3	-16	-1.5	0	7	-5	-7	-0.2	-6
O=C(CSc1c2c(nc3ccc(Cl)cc13)CCCC2)NCCCN1CCOCC1	18	10	24	20	-3.2	-1	6	-40	-7	0.6	2
C(=N\Nc1nc(N2CCCC2)nc(N2CCCC2)n1)/c1ccccc1OCc1ccccc1	-28	-7	-16	-19	5.9	1	-15	0	-31	0.0	-1
Cn1cccc1C(=O)OCc1csc(-c2ccccc2)n1	-143	-190	-7	-18	-1.7	4	-115	-6	-20	0.0	49
CCc1c(C)nc2ccc(Br)cc2c1Cl	-81	-26	2	-12	-2.7	0	-73	7	6	0.2	-18
O=C(COC(=O)/C=C/c1ccc(S(=O)(=O)N2CCOCC2)cc1)NCc1ccc(F)cc1	7	1	30	-3	-0.7	1	17	-18	3	-0.6	9
Cc1ccc(CN2CCN(C(=O)CC(C)C)CC2)cc1	7	-19	6	1	1.2	1	21	-3	-29	0.0	1
COc1ccccc1C(=O)NC(CCSC)C(=O)NNC(=O)c1ccncc1 (stereo not drawn)	0	-5	10	0	0.6	3	7	-6	7	0.1	19
CSc1nc(N)c(C(=O)Nc2ccc([N+](=O)[O-])cc2)s1	-275	-63	3	1	0.7	1	-158	6	3	-0.1	-6
CCCCC(=O)N(C)c1c(CC)nc2c(OCC(N)=O)cccn12	9	-24	-10	/	0.3	/	10	5	-32	0.1	-2
COC(=O)c1ccc2nccnc2c1	17	-4	8	-3	-0.1	-1	16	-4	15	0.0	5
CCCCOc1ccc(C(C)NC(=O)C2CCCN(S(=O)(=O)CC)C2)cc1 (stereo not drawn)	20	14	-20	0	1.3	3	1	-4	2	0.0	7
CC(NC(=O)C12CC3CC(CC(C3)C1)C2)C(=O)NCCN(C)C (stereo not drawn)	10	5	-23	-1	0.3	-1	3	10	11	-0.4	0
Cc1ccc(NC(=S)Nc2ccc(F)cc2)cc1	-29	-27	-7	-18	-0.7	-3	-122	8	49	0.0	6
CCOc1ccccc1CNS(=O)(=O)c1cnc[nH]1	-14	3	-3	7	0.9	3	7	8	0	-0.1	5

Next section, starting with the last two of the part before.
SMILES	Peg3 promoter	NR2E3 ag-1	CF NFkB inh	TRPM1 prom inh	hiPSC survival	NR2E3 ag-2	HIF-2a block	KKLEB cytotox	Shn3 inh set2	aDG glyco act	TWEAK-Fn14 inh
Cc1ccc(NC(=S)Nc2ccc(F)cc2)cc1	-29	-27	-7	-18	-0.7	-3	-122	8	49	0.0	6
CCOc1ccccc1CNS(=O)(=O)c1cnc[nH]1	-14	3	-3	7	0.9	3	7	8	0	-0.1	5
CCOc1ccc(N=Cc2c(O)c3ccccc3oc2=O)cc1	-29	-1	15	1	0.4	-3	-68	-11	-31	-0.3	5
COCC(=O)N1CCC(Oc2ccc(C(=O)NCCCC3CCCC3)cc2)CC1	29	13	-16	8	-0.5	/	27	15	20	0.0	-2
Cc1ccc(NC2=C(CC(=O)O)C(c3ccccc3)N(c3ccc(C)cc3)C2=O)cc1 (stereo not drawn)	-30	4	-2	-11	-0.7	-2	-78	-1	-12	0.0	8
COc1ccc(OC)c(C2=Nn3c(nnc3-c3ccco3)SC2)c1	31	0	-29	16	0.9	-4	19	-6	16	0.2	-34
COc1ccc(/C=C/C(=O)c2ccc(O)cc2)cc1	-314	-28	5	-42	-3.4	0	-233	-1	-35	0.3	-6
Cc1ccccc1NC(=O)CC1C(=O)NCCN1C(=O)c1cccc(Cl)c1 (stereo not drawn)	20	15	-1	7	0.2	-2	15	3	-5	-0.4	11
CCOCC(=O)Nc1ccc(C)c(Cl)c1	-47	11	14	3	-1.7	0	-60	0	-5	0.2	8
CCN1CN=C(NS(=O)(=O)c2ccc(C)cc2)NC1	2	-11	-4	2	1.1	-2	18	11	0	0.1	9
c1ccc2c(c1)Nc1cc3ccccc3cc1O2	-135	-54	-18	-36	-1.0	/	-133	0	-75	-0.1	-29
CCOC(=O)c1csc(NC(=O)Nc2cccc(Cl)c2)n1	-22	3	10	-2	-2.0	-2	-28	8	-7	0.2	21
CCNC(=O)/C(C#N)=C/c1c(N2CCCCCC2)nc2c(C)cccn2c1=O	12	-35	-20	4	-0.1	0	0	-4	-24	0.0	9
CC(CN1CCCCC1)C(=O)NN (stereo not drawn)	0	4	-7	6	0.7	3	20	8	0	0.3	-5
Cc1ccc(NC(=O)/C(C#N)=C/c2ccsc2)c(C)c1	-167	-34	-24	-48	2.7	3	-168	3	-18	-0.2	-37
N#Cc1ccc(NC(=O)COc2ccc(-n3cnnn3)cc2)cc1	1	-25	-4	2	-2.0	/	5	-4	3	0.1	-20
O=C(C1CCN(S(=O)(=O)c2cccc3cccnc23)CC1)N1CCN(c2ccccc2)CC1	10	6	2	22	-0.6	2	11	5	13	-0.1	-16
CCCCNC(=S)NNC(=O)c1nn(C)cc1Cl	3	-15	2	3	6.4	0	21	6	8	-0.2	14
Cc1cc(=O)[nH]c(SCC(=O)Nc2nc(-c3ccccc3)cs2)n1	1	3	-8	2	0.6	2	-9	6	1	0.0	-2
CCn1c(C)cc(/C=C2/SC(=O)N(CC(=O)N3CCCC3)C2=O)c1C	-72	-18	-8	-29	-0.3	2	-68	1	-14	-0.1	-4
Cc1csc(CN(C)C(=O)CC2C(=O)NCCN2Cc2ccc(Cl)c(F)c2)n1 (stereo not drawn)	-8	-10	-22	0	0.9	-3	7	5	-1	0.0	-4
O=c1cc(CN2CCN(c3ccc(Cl)c(Cl)c3)CC2)c2ccccc2o1	18	-21	-12	/	1.7	/	18	5	13	0.2	18

Entries listed so far with bromine:
SMILES	Peg3 promoter	NR2E3 ag-1	CF NFkB inh	TRPM1 prom inh	hiPSC survival	NR2E3 ag-2	HIF-2a block	KKLEB cytotox	Shn3 inh set2	aDG glyco act	TWEAK-Fn14 inh
N#Cc1c(-c2cccc(Br)c2)cc(-c2cccnc2)nc1N	35	18	-44	5	0.3	2	9	-14	29	1.4	37
CCc1c(C)nc2ccc(Br)cc2c1Cl	-81	-26	2	-12	-2.7	0	-73	7	6	0.2	-18

Next section
SMILES	Peg3 promoter	NR2E3 ag-1	CF NFkB inh	TRPM1 prom inh	hiPSC survival	NR2E3 ag-2	HIF-2a block	KKLEB cytotox	Shn3 inh set2	aDG glyco act	TWEAK-Fn14 inh
Cc1ccc(S(=O)(=O)N2CC(C(=O)O)Oc3ccccc32)cc1 (stereo not drawn)	-4	-3	-4	-3	-0.4	4	24	2	10	0.1	12
c1ccc(-c2nnc3sc(-c4ccncc4)nn23)cc1	-13	11	-27	-13	1.0	1	1	3	6	0.2	-5
CS(=O)(=O)N1CCCC(C(=O)Nc2c(F)cccc2F)C1 (stereo not drawn)	11	-14	-20	-13	0.3	-1	9	11	-2	0.0	14
CC1CCCN(S(=O)(=O)c2csc(C(N)=O)c2)C1 (stereo not drawn)	1	1	-6	-6	0.2	-4	9	2	-7	0.0	-7

Compound activity: PubChem BioAssay, several laboratories
